# From PubChem
# Menin MLL FP TR: qHTS Assay for Inhibitors Targeting the Menin-MLL Interaction in MLL Related Leukemias: Competition With Texas Red Labeled MLL-derived Mutant Peptide | 270,000 tested, 0.23% active | Potency, µM (highest dose often 61.6 µM), for inactives: top-dose FP activity change, negative = inhibition, actives largely listed as inhibitors | Menin + Texas Red MLL mutant peptide, fluorescence polarization | O00255; active = well fitted inhibition curve with a large enough effect in the polarisation, with a control signal flat, not every such curve was filed as active; inconclusive = small, poorly fitted or top-dose-only effect, or effect the other way, or a change in a side signal; inactive = no such curve, though single readings can be large or run the other way; the % refers to the polarisation; note: potency is the fitted concentration of half-maximal effect; % of control where 0% means no effect; many of its hits are not listed in these tables
# Target sequence (O00255 whole entry, looked up): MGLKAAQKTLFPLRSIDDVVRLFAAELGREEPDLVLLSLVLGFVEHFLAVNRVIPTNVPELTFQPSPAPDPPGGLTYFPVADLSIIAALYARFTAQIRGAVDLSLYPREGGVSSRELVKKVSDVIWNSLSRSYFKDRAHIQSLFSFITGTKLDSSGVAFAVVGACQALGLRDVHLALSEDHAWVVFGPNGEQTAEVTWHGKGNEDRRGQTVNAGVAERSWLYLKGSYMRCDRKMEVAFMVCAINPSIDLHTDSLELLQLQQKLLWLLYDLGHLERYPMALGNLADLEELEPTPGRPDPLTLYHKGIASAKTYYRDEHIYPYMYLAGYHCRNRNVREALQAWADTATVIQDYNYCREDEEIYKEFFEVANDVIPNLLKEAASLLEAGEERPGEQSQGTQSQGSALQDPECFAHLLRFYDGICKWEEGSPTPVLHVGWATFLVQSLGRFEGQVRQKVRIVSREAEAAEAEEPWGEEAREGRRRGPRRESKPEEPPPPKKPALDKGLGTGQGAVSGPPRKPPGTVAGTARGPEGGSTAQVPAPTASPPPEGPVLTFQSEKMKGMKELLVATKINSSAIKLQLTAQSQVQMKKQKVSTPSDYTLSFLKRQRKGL
# Integrin act MD: qHTS for Activators of Integrin-Mediated Alleviation for Muscular Dystrophy. AID 624291, 2012. 350,000 tested, 0.064% active. Potency, µM (top dose mostly 38.3 µM), without a hit: at the top dose activation, usual class: activators. alpha7betagal myoblasts, beta-gal FDG fluorescence, 48 h;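 note: potency is the fitted concentration of half-maximal effect; 100% = response of the positive control SU9516; nearly all actives have a fitted effect of over 60% in size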
#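 Alpha7betagal+/- myoblasts (passage 13) were plated 16-24 hr, then exposed to compounds (1:260 dilution of DMSO stock) for 48 hours at 37C. After MPER lysis, β-galactosidase reporter activity was read as FDG fluorescence (ex 480/em 540) after 30 minutes.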
# CXXC DNA block: qHTS Fluorescence Polarization Assay for Inhibitors of MLL CXXC domain - DNA interaction. Histone-lysine N-methyltransferase 2A (Homo sapiens), Q03164. MLL-CXXC / FITC-HOXA9 DNA fluorescence polarization. Potency, µM (series often up to 115 µM), for the others: top-dose activity change, negative = inhibition, hits mostly inhibitors. 290,000 tested, 0.037% active. AID 2662, 2010; active = well fitted inhibition curve with a large enough effect in the polarisation, with a control signal flat, not every such curve was filed as active; inconclusive = small, poorly fitted or top-dose-only effect, or effect the other way, or a change in a side signal; inactive = no such curve, though single readings can be large or run the other way; the % refers to the polarisation; note: potency is the fitted concentration of half-maximal effect
#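 Purified MLL-CXXC (added from a 7 uM solution) was preincubated 5 min at ambient with pinned compounds in 50 mM Tris-HCl pH 7.5, 50 mM NaCl, 1 mM DTT, 0.05% BSA. Fluorescein-labeled HOX-A9 DNA (50 nM solution) followed, 30 min, then polarization read.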
# TSHR antagonist: Antagonists of the Thyroid Stimulating Hormone Receptor: HTS campaign | TSHR-expressing cells, TSH-stimulated cAMP HTRF, 2 h; hits give low values | Thyrotropin receptor (Homo sapiens), P16473 | AID 504810, 2011 | activity change, negative = inhibition, % at 11.5 µM | 330,000 tested, 0.2% active;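 active = activity change below a set negative limit, meaning inhibition stronger than a set level, cut at about -70% in these data; inconclusive = activity change between two set negative limits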; note: % is set by controls: 0 for no effect and ±100 for the full control effect
#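 Inhibition of cAMP made by TSHR-expressing cells under TSH stimulation (4nM final, EC80; 2 h, 37 deg C) is quantified with a one-step lysis HTRF kit, anti-cAMP cryptate versus cAMP-d2.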
# ASM inhibitor: Inhibitors of Secretory Acid Sphingomyelinase (S-ASM): qHTS; placental ASM, HMU-PC fluorogenic substrate, 60 min; Sphingomyelin phosphodiesterase (Homo sapiens), P17405; 340,000 tested, 0.006% active; Potency, µM (doses to about 57.5 µM), for inactives: top-dose activity change, negative = inhibition, usual class: inhibitors; note: potency is the fitted concentration of half-maximal effect
#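 qHTS format. ASM enzyme prepared from human placenta hydrolyses the fluorogenic substrate HMU-PC0 (9 uM final) over 60 min at 37 °C after a 10 min compound preincubation.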
# TSG101-PTAP inh: qHTS Assay for Iinhibitors of HIV-1 Budding by Blocking the Interaction of PTAP/TSG101 | Tumor susceptibility gene 101 protein (Homo sapiens), Q99816 | Fluorescence polarization, FITC-PTAP peptide / Tsg101 binding | Potency, µM (highest dose often 115 µM), without a hit: at the highest dose activity change, negative = inhibition, actives largely listed as inhibitors | 340,000 tested, under 10 active | AID 493005, 2010; active = well fitted inhibition curve with a large enough effect in the main read-out, with a control signal flat, not every such curve was filed as active; inconclusive = small, poorly fitted or top-dose-only effect, or effect the other way, or a change in a side signal; inactive = no such curve, though single readings can be large or run the other way; note: potency is the fitted concentration of half-maximal effect; % of control where 0% means no effect
#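 Fluorescence anisotropy tracks displacement of a FITC-tagged PTAP peptide (50 nM) from the Tsg101 binding domain (10 uM), following a 20 min room-temperature incubation at pH 7.5.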
# TCR activator: Activators of T cell receptors: qHTS campaign; primary human leukocytes, anti-CD3, IL-2 HTRF, 48 h; Potency, µM (series often up to 9.22 µM), for the others: at the highest dose activation of IL-2 secretion, most hits filed as activators; 330,000 tested, under 10 active; AID 504894, 2011; note: % of control where 0% means no effect
#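 IL-2 release read by HTRF sandwich (Eu cryptate donor, d2 acceptor, 665 nm emission) after 48 hr exposure of primary human leukocytes to compound together with anti-CD3 beads in the absence of co-stimulatory signals.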
# A-T KAP1 phos: qHTS Assay for Identifying a Potential Treatment of Ataxia-Telangiectasia; AID 485349, 2010; […] A-T fibroblasts, KAP-1 phosphorylation AlphaLISA; neocarzinostatin DNA damage 30 min before lysis; Potency, µM (doses to about 57.5 µM), without a hit: top-dose activation, usual class: activators; 320,000 tested, 0.19% active; note: potency is the fitted concentration of half-maximal effect; % of control where 0% means no effect; nearly all actives have a fitted effect of over 45% in size
#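 ATM-like activity read as KAP-1 phosphorylation via AlphaLISA donor/acceptor antibody pairs after lysis and 6 hr at 25C. Cells were ATM-null patient fibroblasts ([…], hTERT), dosed 60 min, then exposed to the DSB inducer NCS for 30 min.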
# Mito fusion act: qHTS Assay for Small Molecule Inhibitors of Mitochondrial Division or Activators of Mitochondrial Fusion | 320,000 tested, 0.23% active | Potency, µM (titrated, usually from 46.1 µM), for the others: at the top dose growth rescue (activation), most hits filed as activators | AID 485298, 2010 | S. cerevisiae fusion-defective mutant growth rescue, CellTiterGlo 48 h;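 note: potency is the fitted concentration of half-maximal effect; % of control where 0% means no effect; nearly all actives have a fitted effect of over 45% in size; temperature-sensitive fusion mutants such as fzo1-1 at 37 °C on non-fermentable ethanol glycerol medium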
#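 Compounds are tested for their ability to restore growth of mitochondrial fusion-defective yeast strains at non-permissive 37C in YPEG medium over 48 hours. Viability is quantified by luciferase luminescence.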
# MBNL1-CUG inh: qHTS Assay for Inhibitors of MBNL1-poly(CUG) RNA binding; TR-FRET MBNL1-His/biotin-(CUG)12 binding, 665/545 ratio; Potency, µM (titrated, usually from 57.5 µM), for the others: at the top dose activity change, negative = inhibition, most hits filed as inhibitors; 280,000 tested, 0.036% active; AID 2675, 2010; active = well fitted inhibition curve with a large enough effect in the signal ratio, with a control signal flat, not every such curve was filed as active; inconclusive = small, poorly fitted or top-dose-only effect, or effect the other way, or a change in a side signal; inactive = no such curve, though single readings can be large or run the other way; the % refers to the signal ratio; note: potency is the fitted concentration of half-maximal effect; % is set by controls: 0 for no effect and ±100 for the full control effect
# Target sequence (Q9NR56 whole entry, looked up): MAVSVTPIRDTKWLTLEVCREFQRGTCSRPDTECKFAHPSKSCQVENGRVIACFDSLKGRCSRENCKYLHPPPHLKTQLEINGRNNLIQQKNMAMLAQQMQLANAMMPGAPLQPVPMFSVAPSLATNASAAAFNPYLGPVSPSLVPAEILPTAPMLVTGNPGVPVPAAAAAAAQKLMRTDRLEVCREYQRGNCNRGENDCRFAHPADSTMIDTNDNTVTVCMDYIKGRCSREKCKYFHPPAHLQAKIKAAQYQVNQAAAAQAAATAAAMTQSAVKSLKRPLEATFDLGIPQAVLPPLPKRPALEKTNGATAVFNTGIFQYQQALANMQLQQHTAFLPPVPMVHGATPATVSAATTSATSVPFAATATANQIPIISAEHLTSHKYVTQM
#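 Compounds (final 92 nM to 58 uM) are added to His-tagged MBNL1 and biotin-(CUG)12, then terbium anti-His antibody and streptavidin-XL665 (5 nM final). After 60 min at room temperature, the 665/545 nm ratio is read.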
# * hit, by the source's call; ? = inconclusive; / = not tested or not shown; [ ] = dose if it differs, or a comment. Unless noted, calls come from the whole dose curve; as a rule, active = well fitted curve in the direction sought with a large enough effect; inconclusive = small, poorly fitted or top-dose-only effect, or another doubt; inactive = no such curve, though single readings can be large; an effect the other way counts as inactive or inconclusive. These rows are one share of the data. The share of hits here may be higher or lower than overall.
# Sequence of screens – Menin MLL FP TR, Integrin act MD, CXXC DNA block, TSHR antagonist, ASM inhibitor, TSG101-PTAP inh, TCR activator, A-T KAP1 phos, Mito fusion act, MBNL1-CUG inh
CC1=C(C(=O)Nc2ccccc2C(F)(F)F)C(c2sccc2C)NC(=S)N1 (centres undefined)
  4%, -41%, 1%, 12, 9%, 3%, 3%, 13%, 0%, 1%
C/C(Cl)=C\C[N+](C)(C)CC(=O)OCCc1ccccc1
  /, 7%, 1%, -3, 0%, -7%, -1%, 4%, 5%, /
CC(=O)c1ccc(S(=O)(=O)N2CCC3(CC2)CC(=O)c2ccccc2O3)cc1
  /, 29%, /, -8, 4%, 0%, -4%, 11%, -3%, /
CC(=O)Nc1cccc(NC(=O)c2c(-c3c(Cl)cccc3Cl)noc2C)c1
  0%, -13%, 1%, 10, 0%, -3%, 4%, 4%, 0%, -8%
C=CCn1c(-c2ccc(OC)c(OC)c2)n[nH]c1=S
  8%, -8%, -1%, 12, 3%, -7%, 6%, 0%, 3%, 9%
O=C(NNC(=O)c1ccccc1O)c1ccc(Br)cc1
  14%, 2%, -2%, 29, 1%, -6%, -14%, 26%, 2%, 20%
O=C(Nc1ccccc1F)Nc1ccccc1OC(F)F
  24%, 19%, 39%[activator], -1, -1%, 0%, -1%, 2%, 6%, -2%
COc1ccc(CCC(=O)Nc2cc(Cl)ccc2N2CCN(C)CC2)cc1
  -2%, -27%, -15%, 0, 2%, -3%, 1%, 3%, -7%, -10%
Cc1cc(C(=O)NC2CCCc3c2cnn3-c2cccc(C)c2C)no1 (centres undefined)
  -1%, -47%[inhibitor], 1%, 3, 3%, -2%, 3%, 0%, 7%, 0%
C=C(C)CN(CC)C(=O)CCc1nnc(CCc2c[nH]c3ccccc23)o1
  1%, 17%, 2%, -5, 2%, 0%, -5%, 8%, -2%, -12%
O=C(C1CCCN(S(=O)(=O)c2cccc3cccnc23)C1)N1CCc2ccccc21 (centres undefined)
  9%, -3%, 1%, -3, -5%, -4%, -2%, 5%, 6%, 5%
CCOC(=O)Cn1c(CN(Cc2ccccc2)Cc2ccccc2)nc2c1c(=O)n(C)c(=O)n2C
  -11%, 21%, 5%, -5, -8%, -6%, 12%, 1%, 27%, 3%
CCC1CCCCN1CC(=O)Nc1cc(C)nn1-c1nc(C)cc(C)n1 (centres undefined)
  1%, 0%, -2%, 0, -1%, -9%, 0%, 2%, 2%, -6%
O=C(CCCc1ccccc1)N1CCN(C2CCCCC2)CC1
  5%, 0%, 10%, 7, 5%, -1%, /, 6%, 3%, -8%
O=C(OCc1ccc(F)cc1)c1cc2ccccc2cc1O
  28%, -3%, -2%, -8, -2%, 0%, -4%, 14%, 1%, -8%
COc1ccc2ccc(O)c(CN3CCN(S(=O)(=O)c4cccc(C(F)(F)F)c4)CC3)c2c1
  /, -56%[inhibitor], /, -1, -1%, -5%, 0%, 18%, 5%, /
CCOC(=O)C1=C(CC)OC(N)=C(C#N)C1c1ccc(OC)c(OC)c1OC (centres undefined)
  -1%, 0%, -5%, -7, 6%, 0%, 2%, -1%, 0%, 4%
CCOC(=O)C(NS(=O)(=O)c1ccc(Br)cc1)C(C)C (centres undefined)
  1%, 1%, 3%, 17, -1%, -1%, -3%, /, 12%, -11%
CN1c2ccccc2C2(C)CCCC3=Cc4cccc([N+](=O)[O-])c4OC312 (centres undefined)
  20%, -14%, 3%, -1, -6%, -3%, -8%[46.1 µM], 0%, -2%, 1%
Nc1ccc(C(=O)C(=O)c2ccccc2)cc1
  /, 1%, /, /, -3%, -3%, -1%, /, /, /

# Continued.
SMILES | Menin MLL FP TR | Integrin act MD | CXXC DNA block | TSHR antagonist | ASM inhibitor | TSG101-PTAP inh | TCR activator | A-T KAP1 phos | Mito fusion act | MBNL1-CUG inh
COCCCNC(=O)C[C@H]1C[C@H](C(=O)N2CCCCC2)[C@@]2(CCc3ccccc3)c3[nH]c4cc(CCC(=O)N(C)C)ccc4c3CCN2C1=O | / | 29% | / | 52 | -5% | -6% | 3%[46.1 µM] | 7% | / | /
Cc1ccc(C2=NS(=O)(=O)N(C)C(C(=O)NCc3ccc(F)cc3)=C2)cc1 | ? | -1% | / | -45 | -10% | -1% | 5% | -5% | 0% | ?
Cc1ccc2[nH]c(=O)c(CN(Cc3nnnn3Cc3ccccc3)C3CCCC3)cc2c1 | -29% | -4% | 7% | -5 | -10% | -8% | 3% | 1% | 3% | 3%
c1ccc(Cn2nnnc2C(c2cccnc2)N2CCN(c3ccccc3)CC2)cc1 (centres undefined) | -9% | -8% | -12% | -31 | -1% | -3% | 1% | 5% | -2% | 4%
CC1(C)CC(=O)c2cc(OCC(=O)N3CCOCC3)ccc2O1 | / | 19% | 5% | -7 | 383%[activator] | -5% | -5% | 0% | 3% | -2%
C#CCNc1nc(C)nc2c1nnn2Cc1ccccc1F | -1% | -19% | -1% | -12 | 0% | 0% | -9% | 0% | 0% | -4%
Cc1cc(C=O)c(C)n1-c1sc2c(c1C(=O)O)CCCC2 | 0% | 23% | 6% | 9 | 5% | -3% | -1%[46.1 µM] | -8% | -8% | -14%
Cc1ccc(S(=O)(=O)NC(=NC2CCCCC2)c2ccccc2)cc1 | -23% | 31% | -3% | -7 | -1% | -3% | -1% | 6% | 29% | -1%
CCOc1ccc(-c2nnn(CC(=O)Nc3cc(OC)ccc3OC)n2)cc1OCC | 12% | 24% | 29% | 0 | -2% | 2% | 9% | -4% | 0% | -4%
Nn1c(COc2cccc(Cl)c2)nc2ccccc2c1=O | 21% | 7% | 11% | 28 | -3% | -2% | -1%[46.1 µM] | 0% | 3% | -4%
COc1ccc(C(=O)c2ccccc2Cl)cc1OC | -3% | -31% | -2% | -3 | 2% | -14% | -1% | 0% | 0% | 7%
CCCCCCOc1ccc(C(CC(N)=O)C(=O)O)cc1 (centres undefined) | -8% | 4% | 24% | 2 | 10% | -6% | -1% | 7% | 0% | 16%
O=S(=O)(NCc1ccccc1)c1ccc(S(=O)(=O)NCC2CCCO2)cc1 (centres undefined) | 7% | 10% | 2% | 8 | 8% | 0% | -3% | 1% | 2% | -1%
COc1ccc(CCNC(=O)C(=O)NCC2CCCO2)cc1OC (centres undefined) | 4% | -4% | -5% | -4 | 1% | -5% | 6%[46.1 µM] | -2% | -3% | -5%
OCC[C@H]1C[C@H](O)[C@@H](O)[C@]2(OCCc3ccccc32)O1 | / | 3% | / | -1 | -2% | -5% | -2% | 1% | -4% | /
Nn1c(SCC(=O)NCCc2ccc(F)cc2)nnc1C1CCCCC1 | / | -6% | / | -7 | 4% | 1% | / | -3% | -2% | /

# In the list so far, 2 have two or more sulfur atoms.
SMILES | Menin MLL FP TR | Integrin act MD | CXXC DNA block | TSHR antagonist | ASM inhibitor | TSG101-PTAP inh | TCR activator | A-T KAP1 phos | Mito fusion act | MBNL1-CUG inh
CC1=C(C(=O)Nc2ccccc2C(F)(F)F)C(c2sccc2C)NC(=S)N1 (centres undefined) | 4% | -41% | 1% | 12 | 9% | 3% | 3% | 13% | 0% | 1%
O=S(=O)(NCc1ccccc1)c1ccc(S(=O)(=O)NCC2CCCO2)cc1 (centres undefined) | 7% | 10% | 2% | 8 | 8% | 0% | -3% | 1% | 2% | -1%
